Bioassay records: PubChem BioAssay, several laboratories
PfHsp90 yeast 2: growth inhibition of yeast expressing Plasmodium Hsp90 | AID 504621 | hit rate 0.32% among 310,000 | S. cerevisiae expressing PfHsp90, BacTiter-Glo ATP, 48 h; yeast lacking PDR1 and PDR3 efflux regulators | inhibition, % at 9.4 µM;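 active = every replicate shows inhibition above about 80%, whatever the replicate mean, limit read from the data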;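 also: 0% = DMSO neutral controls and 100% = 20 µM radicicol positive controls; yeast relying on Plasmodium falciparum Hsp90 in place of its own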
CDK5 p35 inh: blocks human CDK5/p35 kinase activity. AID 488839. hit rate 0.01% among 330,000. inhibition, % at 10 µM. Q00535+Q15078. Recombinant CDK5/p35, ADP-Glo luminescence, 60 min;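 active = highest replicate inhibition of at least 50% and at least 75% of replicates reaching 50%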;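 also: plate controls were DMSO neutral control for no effect and GW8510 at 10 µM for full effect; many of its hits are not listed in these tables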
dFosB act: activators of mouse delta FosB homodimer; activation, % at 25 µM; purified delta FosB, TAMRA-CDK5 oligo fluorescence polarization; percent of positive-control signal above neutral wells; hit rate 0.99% among 340,000; AID 493131;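 active = mean activation above about 17%, with every replicate also reaching it, limit read from the data, passing the limit was not always enough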;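 also: fluorescence polarization rise as delta FosB binds a TAMRA Cdk5 AP-1 oligo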
Keap1 Nrf2 FP: Keap1-Nrf2 (human) interaction inhibition | Keap1 Kelch-Nrf2 peptide fluorescence polarization, 1536-well | inhibition, % at 9.4 µM | hit rate 0.15% among 340,000 | AID 504523; in the data active = inhibition above about 12%;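 also: human Keap1 Kelch domain with fluorescein labeled Nrf2 9mer peptide probe; 0% = neutral control wells and 100% = peptide positive control; higher means more block of Keap1 binding to Nrf2 peptide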
NSD2 inh: inhibitors of human histone methyltransferase NSD2; hit rate 0.54% among 310,000; O96028; NSD2 peptide methylation, AlphaScreen, 120 min; inhibition, % at 12.5 µM; in the data active = inhibition above about 50%
Target sequence (O96028 whole entry, looked up): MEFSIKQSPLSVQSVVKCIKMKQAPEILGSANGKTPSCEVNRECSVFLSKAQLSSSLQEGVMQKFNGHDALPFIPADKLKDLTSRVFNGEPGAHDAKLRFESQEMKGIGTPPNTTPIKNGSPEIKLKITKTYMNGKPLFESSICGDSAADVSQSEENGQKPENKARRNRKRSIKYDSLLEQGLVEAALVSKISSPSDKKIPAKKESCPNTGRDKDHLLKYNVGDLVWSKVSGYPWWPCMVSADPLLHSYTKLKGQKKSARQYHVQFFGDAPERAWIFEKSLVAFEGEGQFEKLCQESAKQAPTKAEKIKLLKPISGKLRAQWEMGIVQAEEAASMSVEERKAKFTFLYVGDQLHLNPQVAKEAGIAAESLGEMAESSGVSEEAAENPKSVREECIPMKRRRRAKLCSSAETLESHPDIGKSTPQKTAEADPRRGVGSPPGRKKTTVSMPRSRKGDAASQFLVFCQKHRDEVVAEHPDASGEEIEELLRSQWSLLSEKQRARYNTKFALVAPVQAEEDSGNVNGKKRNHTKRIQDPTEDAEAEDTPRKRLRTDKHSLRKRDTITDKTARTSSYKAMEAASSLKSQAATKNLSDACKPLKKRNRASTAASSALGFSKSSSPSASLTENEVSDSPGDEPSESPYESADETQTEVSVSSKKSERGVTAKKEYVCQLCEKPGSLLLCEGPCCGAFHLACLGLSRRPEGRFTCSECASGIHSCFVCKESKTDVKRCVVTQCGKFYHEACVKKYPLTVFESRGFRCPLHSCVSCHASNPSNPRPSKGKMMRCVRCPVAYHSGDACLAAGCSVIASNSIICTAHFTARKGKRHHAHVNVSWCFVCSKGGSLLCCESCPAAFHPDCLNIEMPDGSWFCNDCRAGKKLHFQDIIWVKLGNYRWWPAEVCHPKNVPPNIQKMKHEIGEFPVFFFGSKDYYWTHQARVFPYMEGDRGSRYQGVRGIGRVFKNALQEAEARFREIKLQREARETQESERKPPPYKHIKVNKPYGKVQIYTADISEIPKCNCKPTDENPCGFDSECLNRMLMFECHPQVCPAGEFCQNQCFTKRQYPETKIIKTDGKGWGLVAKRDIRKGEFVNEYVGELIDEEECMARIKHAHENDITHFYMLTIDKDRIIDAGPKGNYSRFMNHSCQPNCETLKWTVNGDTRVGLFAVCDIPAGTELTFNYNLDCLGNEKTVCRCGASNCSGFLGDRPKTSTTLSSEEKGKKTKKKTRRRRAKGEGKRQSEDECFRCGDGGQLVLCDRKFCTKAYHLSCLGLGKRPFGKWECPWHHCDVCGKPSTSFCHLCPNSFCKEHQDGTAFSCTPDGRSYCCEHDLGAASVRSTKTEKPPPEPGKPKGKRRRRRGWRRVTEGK
PvdQ inh: P. aeruginosa PvdQ acylase inhibition | purified PvdQ acylase, fluorescence plate reader | inhibition, % at 10 µM | hit rate 0.063% among 340,000; in the data active = inhibition above about 30%, passing the limit was not always enough;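 also: 0% = vehicle neutral wells and 100% = reference inhibitor wells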
Rtt109 Vps75: inhibitors of Candida albicans Rtt109/Vps75 histone acetyltransferase; Q5AAJ8; purified Rtt109/Vps75, ThioGlo CoA-SH fluorescence, 4 h; inhibition, % at 34.9 µM; hit rate 0.16% among 330,000;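 active = inhibition of at least 50% in every replicate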
Mot1-301 SUMO: inhibitors of SUMOylation pathway: yeast Mot1-301 growth rescue | S. cerevisiae Mot1-301 growth rescue, ATP luminescence, 38.5C; percent above DMSO median, 100 means doubled | growth rescue, % at 18.8 µM | hit rate 1% among 320,000;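 active = every valid replicate shows activation above 250% relative to neutral control wells; inactive = the rest, any valid replicate at or below 250%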;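 also: OY570 slx delta 5 strain wells were the positive control but not used for scaling; some compounds called inactive have numbers as strong as hits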
C-LANA FP: inhibitors of KSHV LANA C-terminal domain DNA binding; MBP-C-LANA/FAM-LBS DNA binding, fluorescence polarization; inhibition, % at 9 µM; hit rate 0.078% among 340,000; AID 504423;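 active = highest replicate inhibition at or above 60% at 9 µM, even if other replicates fall short; inactive = all replicates below 60% inhibition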;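 also: 0% = neutral control wells and 100% = 4 µM acridine orange control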
cardiac RTF act: increases calcium sensitivity of human cardiac regulated thin filaments | hit rate 0.24% among 340,000 | IANBD-labeled TnC RTF fluorescence at EC20 calcium; 0% EC20 calcium, 100% full calcium | P19429+P45379 | activation, % at 7.2 µM;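 active = activation above the mean over all tested compounds plus 3 SD, cut at about 30% in these data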;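 also: rise in fluorescence read as greater calcium sensitivity of cardiac thin filaments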
Cardiac RTF inh: cardiac RTF calcium desensitization | P19429+P45379 | IANBD-labeled cardiac RTF, Ca2+ fluorescence | inhibition, % at 7.15 µM | hit rate 0.12% among 340,000 | AID 493244;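 active = inhibition above the mean inhibition of all tested compounds plus 3 SD, cut at about 17% in these data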;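 also: assay run at fixed EC70 calcium of 1.6 mM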
* marks the source's active call; other numbers are inactive results; / = no result given; & = joins results of further samples.

SMILES	PfHsp90 yeast 2	CDK5 p35 inh	dFosB act	Keap1 Nrf2 FP	NSD2 inh	PvdQ inh	Rtt109 Vps75	Mot1-301 SUMO	C-LANA FP	cardiac RTF act	Cardiac RTF inh
O=C1CC(c2ccccc2)=C(c2ccccc2)C1	-33	0.3	-7	-3	9	-10	1	/	-0.2	-2	4
CC1CCN(C(=O)C2CCN(S(=O)(=O)c3ccc(-n4cnnn4)cc3)CC2)CC1	10	0.3	-2	-3	39	-19	-8	12	-0.4	-2	-3
CN(C)C1(CNC(=O)c2cccc(S(=O)(=O)NCc3ccccc3)c2)CCCCC1	-1	0.1	0	-7	0	11	1	0	-0.7	-2	-3
COc1cc(OC)c(NC(=O)CCNC(=O)Cn2cnc3ccccc3c2=O)cc1Cl	8	-1.4	0	-4	1	4	-14	111	-0.1	-11	4
CC(=O)c1c(C)c(C)c2n1CCn1c(C)ccc1-2	-6	1.4	-5	-5	8	-12	3	218	4.7	-1	-13
CCNC1(C(N)=O)CCN(Cc2ccccc2)CC1	-60	5.2	-2	-3	27	-1	1	/	1.2	-4	-3
Nc1ccc2nc(-c3cccnc3)[nH]c2c1	8	-2.1	-2	-7	4	-19	8	5	-0.5	0	-16
COc1ccc(N(C)S(=O)(=O)c2cccc(C(=O)Nc3nc4ccccc4[nH]3)c2)cc1	0	0.6	8	-2	0	-1	-2	-10	-0.8	0	-3
COc1ccc(-n2ncc(C(C)NS(=O)(=O)c3ccc(C(C)=O)cc3)c2C)cc1 (centres undefined)	-1	-0.3	-9	-1	0	4	5	-10	-2.2	-6	-13
CN1/C(=C/C(=S)NC(=O)C2(C)CC2(Cl)Cl)C(C)(C)c2ccccc21 (centres undefined)	27	-0.9	-1	-2	17	-6	18	24	-1.7	6	-5
Cc1ccc2[nH]c(=O)c(CN(CCN3CCOCC3)C(=O)Nc3ccc(F)cc3)cc2c1	-14	2.2	-12	-6	-1	-5	-6	-10	-0.2	8	1
CCOc1cc(/C=N/Nc2cccc(C(=O)O)c2)ccc1OC(=O)c1ccccc1	-1	0.1	-7	-4	6	-2	-3	/	2.1	-8	1
O=C(/C=C/c1ccccc1)NCC1(c2ccccc2)CCOCC1	5	-1.7	-5	-2	10	-7	8	-19	-1.4	-4	5
Cc1ccc(Cn2ccc(NC(=O)c3cc(-c4ccccc4)on3)n2)cc1	6	2.4	10	-7	2	-17	-12	-21	3.4	14	5
COc1ccc(CCNC(=O)c2ccc3c(c2)S(=O)(=O)N=C2CCCCCN23)cc1	13	0.6	-15	-3	-4	-11	-1	6	-0.7	-6	-19
COc1ccc(CCNC(=O)c2cnc3n(c2=O)CCS3)cc1OC	-13	-0.5	1	1	-1	-3	6	-18	-0.7	-3	-3
CCOC(=O)c1c(-c2ccccc2)csc1NC(=O)/C(C#N)=C/c1ccc(O)c(OC)c1	6	1.3	-15	-1	1	-4	-34	-23	1.5	47*	-56
Cc1nn(-c2ccccc2)c(Cl)c1C(=O)Nc1ccc(N2CCOCC2)cc1	4	0.6	-6	-1	3	-11	-8	15	-0.8	5	6
COC(=O)CC(CC(=O)OC)n1cccc1	10	1.0	-8	-5	4	0	-1	/	1.7	0	5
CC(/C=C/c1ccccc1)=N/O	1	0.4	-3	1	-7	-12	-1	7	0.0	0	-5
CCC(C)N(C)C(=O)c1cc2ccccc2c(-c2ccccc2Cl)n1 (centres undefined)	0	1.2	0	-5	/	9	10	6	-0.1	-2	13
COc1ccccc1CNC(=O)CCNS(=O)(=O)c1cc(Br)cnc1N	-3	0.7	-10	2	2	-1	7	10	-0.5	-3	-4
COc1cc(OC)cc(C(=O)N[C@H](C(=O)NCc2cccs2)C(C)C)c1	-9	0.5	-7	-2	-2	9	4	10	0.2	0	-4
COCCc1ccc(OCC(O)CNC(C)C)cc1 (centres undefined)	13&14&12	0.1&1.1&0.3	-1&9&7	3&2&2	/	1&-8&-10	7&-3&4	582&4	1.5&0.2&0.3	-4&3&0	-6&10&7
COc1ccc(N2CCN(C(=O)CSc3nnc4ncccn34)CC2)cc1	3	0.9	0	2	-2	-15	4	7	1.1	-2	-12
Cn1c(=O)[nH]c(=O)c2c1nc(SCC(=O)O)n2Cc1ccccc1	-5	-2.3	0	-6	0	-11	-3	6	-0.5	0	-8
Cc1ccc(S(=O)(=O)N(C)c2ccc(OCC(=O)Nc3cccc(-n4cnnn4)c3C)cc2)cc1	-7	-0.3	-15	1	-1	-7	4	-12	3.1	0	-13
O=C(Nc1cc(Cl)ccc1Oc1ccccc1)c1ccc(F)cc1	14	-0.9	-14	0	-3	-4	0	-1	-0.6	9	-12
CCCNC(=O)NC(=O)COc1ccc(-c2ccc(C#N)cc2)cc1	-8	0.8	5	-6	-4	7	0	75	0.1	-1	3
COc1ccc(S(=O)(=O)NC(CC(=O)NC2CCCC2)c2ccco2)cc1 (centres undefined)	-10	1.2	-4	1	-1	-6	-5	-15	0.8	-5	0
O=c1c2cnn(-c3ccccc3)c2ncn1Cc1ccccc1F	1	-1.1	1	4	/	-12	-12	-20	-0.6	2	-3
CC(C)Oc1snc(Cl)c1C(N)=O	-7	4.3	1	-2	0	-5	2	/	-1.3	-5	-2
NC(=O)CSc1nnc(Cn2c(=O)sc3ccccc32)n1-c1cccc(Cl)c1	-15	2.1	-3	-1	/	5	-5	84	0.9	-4	4
O=C(Nc1ccc2c(c1)OCCO2)C1CCN(C(=O)c2ccccc2)CC1	-8	-0.4	-2	-4	-4	-5	-5	12	-1.9	2	-1
COc1ccc(-c2nn(CC(=O)NCCc3ccccc3)c(=S)n2C)cc1	19	1.9	-4	-4	-1	-5	-1	-1	2.4	-9	0
CCCCOc1ccc(C(=O)Nc2cc(C)c(OCC(=O)N3CCOCC3)c(C)c2)cc1	-73	-0.1	-3	-4	0	2	11	9	-0.8	-9	-4
COc1ccc(Cl)cc1NC(=O)COC(=O)C1COc2ccccc2O1 (centres undefined)	2	0.5	-10	0	36	-10	7	0	-2.3	-1	2
COC(=O)C(Cc1ccccc1)NC(=O)c1cc(=O)[nH]c2ccccc12 (centres undefined)	14	-0.4	-7	-3	-1	12	-4	-25	-0.2	6	-2
N#Cc1ccc(COc2cccc3cccnc23)cc1	5	0.1	-16	5	6	5	13	3	-1.6	-4	-44
O=C(Nc1ccccn1)Nc1ccccc1Cl	-6	-1.5	-1	-1	-1	-8	-1	10	2.5	-3	3
Cc1nc(Cl)c(C(=O)NCc2ccccc2)c(C)c1[N+](=O)[O-]	-7	-0.7	0	6	-1	0	14	-13	-2.1	1	-3
C=CCn1c(Cc2c[nH]c3ccccc23)n[nH]c1=S	-29	-2.0	-10	3	10	-8	3	6	-1.6	3	-9
CCCCNC(=O)C(Cc1ccccc1)NS(=O)(=O)c1ccc2c(c1)c(=O)n(C)c(=O)n2C (centres undefined)	-5	2.8	3	-4	/	4	-2	-7	-0.7	-1	-5
Cc1nn(-c2ccccc2)c(Cl)c1/C=N/NC(=O)c1[nH]ncc1Br	20	0.6	-18	-6	-2	-49	-9	-23	-0.8	0	-12
Cc1cc[n+](-c2[nH]c(=O)sc2/C=N/N=C(\[O-])CCn2c3ccccc3c3ccccc32)cc1	11	-0.2	-3	2	13	1	1	1	2.0	/	/
O=C(NC1CCCCC1)C(c1cccnc1)N(C(=O)CCl)c1cccc(Cl)c1 (centres undefined)	-7	2.3	9	1	7	-3	34	35	1.2	4	9
COc1cccc(C2c3c(oc4ccccc4c3=O)C(=O)N2c2ccccn2)c1 (centres undefined)	-2	4.6	5	-6	/	10	-1	-8	-1.8	1	-7
Cc1ccc(CSc2n[nH]c(N)n2)cc1	/	0.5	-4	-3	-6	-8	-8	7	0.9	-2	2
Cc1ccc(S(=O)(=O)N2CCC(=O)N(C(COCc3cccc(Cl)c3)Cc3ccccc3)CC2)cc1 (centres undefined)	-3	-3.5	6	-3	/	-25	2	-6	-3.1	-1	0
CCOc1cccc(-c2nnc3sc(COc4ccccc4)nn23)c1	/	0.7	-12	2	-1	-1	/	-15	-0.3	-1	-3
Going on with the list.
SMILES	PfHsp90 yeast 2	CDK5 p35 inh	dFosB act	Keap1 Nrf2 FP	NSD2 inh	PvdQ inh	Rtt109 Vps75	Mot1-301 SUMO	C-LANA FP	cardiac RTF act	Cardiac RTF inh
Cc1ccc(S(=O)(=O)N(C)c2ccc(OCC(=O)NCc3ccco3)cc2)cc1	/	0.3	-5	1	1	-5	/	-14	-0.6	-3	-12
COc1ccc(NC(=O)c2cccc(OC(=S)N3CCOCC3)c2)cc1	-6	-0.9	-3	5	-9	8	14	-5	-0.9	7	-4
CCOC(=O)CSc1nc(C)c(Oc2ccc(Cl)cc2Cl)c(=O)[nH]1	-20	-1.7	-7	-2	2	-5	-7	/	-2.3	6	-10
Cc1sc(NC(=O)CN2C(=O)NC3(CCCC3)C2=O)nc1-c1ccc(F)cc1	-1	0.0	-12	-4	-1	-11	18	1	1.1	-6	-3
Cc1ccc(C2C(C#N)=C(N)N(c3cccnc3)C3=C2C(=O)CCC3)c(C)c1 (centres undefined)	19	0.7	-8	-4	-9	5	18	-1	2.5	7	-8
Cc1ccc(NC(=O)CN2C(=O)N/C(=C/c3cc(C)n(-c4cccc(C(=O)O)c4)c3C)C2=O)cc1	-10	-1.0	-20	0	77*	-7	-2	/	36	-9	3
Cc1ccc(N2CCN(C(=O)CCc3nc4ccccc4[nH]3)CC2)c(C)c1	-4	2.3	8	0	/	6	2	258	-0.1	2	-6
CC(Oc1ccc(F)cc1)c1nnc(SCC(=O)N(c2ccccc2)C2CCS(=O)(=O)C2)o1 (centres undefined)	4	1.5	-8	-1	-2	16	26	/	1.0	-7	-8
CC(C)(C)c1ccc(C(=O)NCCn2c(N)c(C#N)c3nc4ccccc4nc32)cc1	-1	-0.1	7	-5	26	-20	/	3	1.7	2	-12
Cc1c(Cl)cccc1NC(=S)NCC1COc2ccccc2O1 (centres undefined)	-5	0.9	-14	1	-4	-7	/	-12	-2.2	4	-7
Cc1ccc(NC(=O)C2C(=O)N(C)c3ccccc32)cc1 (centres undefined)	-13	0.0	-8	3	-5	-6	-3	-4	-0.3	-5	-17
O=C(COc1ccccc1)NC(=S)Nc1ccc2c(c1)Cc1ccccc1-2	18	-0.2	-1	3	-2	2	-5	-9	0.9	-1	8
COC(=O)c1c(NC(=O)c2ccco2)sc2c1CCC2	-23	-1.3	-4	-8	5	-12	2	-14	5.0	-3	4
CCCCc1cc2c(cc1NC(=O)CN1CCCCC1)OCCO2	-13	-2.6	-11	-6	-3	-17	4	-5	1.3	10	-12
Cn1cnnc1SCc1ccccc1Br	1	1.6	-1	1	0	-6	-6	-5	-0.2	2	2
Cn1c(NC2CCCCC2)c(N=O)c(=O)n(C)c1=O	-4	-1.3	-6	2	-2	-9	-11	-12	-0.7	2	-14
